RAD54 inh: inhibitors of human RAD54 branch migration. Q92698. RAD54 Holliday junction branch migration, FAM/BHQ fluorescence. inhibition, % at 10.4 µM. actives 0.14% (n = 360,000). AID 602329;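 active means mean normalized replicate activity at least 40 and at least half of replicates scoring 40 or more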;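 further: 0% = median of neutral control wells and 100% = median of positive control wells; inhibitors cause a drop in the FAM fluorescence signal; in these data hits start at about 50%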
Target sequence (Q92698 whole entry, looked up): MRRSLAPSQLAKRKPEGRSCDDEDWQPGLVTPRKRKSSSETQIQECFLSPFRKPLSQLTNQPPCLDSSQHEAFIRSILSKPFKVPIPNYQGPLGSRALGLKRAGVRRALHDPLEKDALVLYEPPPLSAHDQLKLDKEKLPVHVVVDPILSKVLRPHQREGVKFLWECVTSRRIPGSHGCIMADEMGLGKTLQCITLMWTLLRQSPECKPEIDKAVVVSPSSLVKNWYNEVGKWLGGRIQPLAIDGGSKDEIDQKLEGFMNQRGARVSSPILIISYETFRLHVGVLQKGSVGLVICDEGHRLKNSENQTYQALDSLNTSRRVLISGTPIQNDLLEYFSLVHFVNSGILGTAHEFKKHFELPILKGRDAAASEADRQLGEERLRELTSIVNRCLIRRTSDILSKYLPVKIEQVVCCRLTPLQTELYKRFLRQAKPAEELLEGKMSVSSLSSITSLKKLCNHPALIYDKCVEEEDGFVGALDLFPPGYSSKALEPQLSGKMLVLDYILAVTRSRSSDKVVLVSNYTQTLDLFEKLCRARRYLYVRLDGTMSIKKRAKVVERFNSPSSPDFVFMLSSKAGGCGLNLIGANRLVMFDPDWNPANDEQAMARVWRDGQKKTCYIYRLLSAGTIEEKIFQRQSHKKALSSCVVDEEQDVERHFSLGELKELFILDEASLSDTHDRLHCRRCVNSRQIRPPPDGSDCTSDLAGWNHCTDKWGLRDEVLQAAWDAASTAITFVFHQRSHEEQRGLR
E-sel inducer: E-selectin induction on HUVECs; P16581; actives 0.37% (n = 260,000); HUVEC E-selectin immunofluorescence imaging; normalized: neutral wells 0, TNF-alpha wells 100; activation, % at 7.58 µM; AID 686992;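 active means mean E-selectin-positive cell signal at least 10% of the positive control, reached in at least 60% of replicates, without over 20% cell loss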;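 further: in these data hits start at about 27%; measured in HUVEC primary endothelial cells; signal is the percent of cells scored E-selectin positive by PE staining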
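System: HUVEC / Compound: single concentration / Signal: immunofluorescence imaging / Read-out: percent E-selectin-positive cells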
PglD DTNB: blocks C. jejuni PglD acetyltransferase activity; purified PglD enzyme, DTNB colorimetric CoA detection; inhibition, % at 12.5 µM; actives 0.098% (n = 360,000); in the data active means inhibition above about 16%, passing the limit was not always enough; further: strong numbers were not always called active
RAD52 inh: RAD52 (human) annealing inhibition; P43351; recombinant RAD52 DNA annealing, FRET fluorescence; inhibition, % at 18.7 µM; actives 0.46% (n = 360,000); AID 651710;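 active means every replicate showing at least 50% inhibition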
ERp5 block: blocks human ERp5 reductase activity on insulin; actives 0.05% (n = 350,000); Q15084; ERp5 insulin aggregation, absorbance 650 nm, 90 min; inhibition, % at 9.99 µM;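 active means mean replicate inhibition above about 25%, with every replicate also reaching it, limit read from the data, passing the limit was not always enough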
esBAF inh: blocks esBAF chromatin remodeling in mouse ES cells; Bmi1-luciferase knock-in reporter, 24 h; 100% = twice the neutral-well signal; actives 2% (n = 350,000); AID 602393; reporter increase, % at 12.5 µM; in the data active means activation above about 40%;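 further: 0% = median of the plate's neutral control wells and 100% = double that signal; a rise in the Bmi1 reporter signal indicates esBAF inhibition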
Casp6 inh: inhibitors of human caspase-6. AID 686996. inhibition, % at 12.5 µM. purified caspase-6, Z-VEID-R110 cleavage fluorescence. actives 0.53% (n = 350,000);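 active means mean inhibition across replicates at least about 35%, with every replicate also reaching that limit, limit read from the data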;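 further: 0% = median of neutral control wells and 100% = no fluorescence left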
Target sequence (P55212 24-179 limits assumed): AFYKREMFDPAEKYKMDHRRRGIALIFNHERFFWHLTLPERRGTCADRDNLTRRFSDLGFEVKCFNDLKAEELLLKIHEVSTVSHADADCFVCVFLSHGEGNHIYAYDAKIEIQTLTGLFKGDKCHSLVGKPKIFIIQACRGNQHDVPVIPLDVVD
Target sequence (P55212 194-293 limits assumed): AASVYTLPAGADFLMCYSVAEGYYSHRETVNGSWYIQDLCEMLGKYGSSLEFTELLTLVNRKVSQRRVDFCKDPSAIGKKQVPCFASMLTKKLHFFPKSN
ARNT-TACC3 inh: ARNT/TACC3 interaction disruption; Q9Y6A5; AlphaScreen His-ARNT PAS-B/GST-TACC3 binding, luminescence; TACC3 fragment carries E629A point mutation; inhibition, % at 9.99 µM; actives 0.66% (n = 390,000);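 active means mean inhibition of replicates at least 50% and at least half of replicates each reaching 50%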;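 further: 0% = complete ARNT plus TACC3 wells and 100% = ARNT alone without TACC3; many hits fall short of the cut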
The depositor's hits bear a star; x = not tested or not shown.

#1 O=C(C[C@@H]1C[C@@H]2c3cc(NC(=O)C4CCOCC4)ccc3O[C@@H]2[C@H](CO)O1)NCc1ccccc1
#2 O=C(NCc1ccc(F)cc1)c1cc(S(=O)(=O)N2CCCCC2)ccc1N1CCOCC1
#3 CC1CCCCN1c1ccc(N)cc1C(N)=O (centres undefined)
#4 O=S(=O)(c1cccc(C(F)(F)F)c1)N1CCN(S(=O)(=O)c2ccc3c(c2)OCCO3)CC1
#5 O=C(C[C@@H]1C=C[C@H](NS(=O)(=O)c2cccc(F)c2)[C@@H](CO)O1)N1CCCCC1
#6 O=C(COC(=O)c1cccc(S(=O)(=O)N2CCc3ccccc32)c1)NCc1ccco1
#7 Cc1cc(C)c(C(=O)Nn2c(C)nc3ccccc3c2=O)cc1C
#8 Cn1c(N)cc(=O)n(C)c1=S
#9 CC(C)NC(=O)Nc1cccc2c1O[C@H](CN(C)C(=O)Nc1ccc(F)cc1)[C@H](C)CN([C@@H](C)CO)C2=O
#10 COc1ccc2c3c(n(C)c2c1)[C@@H](CO)N(CC1CCCC1)CC31CCN(C(=O)Nc2ccccc2)CC1

assay / entry	1	2	3	4	5	6	7	8	9	10
RAD52 inh	1	-1	-6	x	-11	-29	-2	-22	6	-100
E-sel inducer	-0.4	0.7	x	x	0.4	x	x	-0.5	1.3	0.2
ARNT-TACC3 inh	0	-3	0	0	x	2	-7	-2	-1	x
PglD DTNB	0	-1	x	-1	1	x	2	2	-3	x
esBAF inh	-2	2	x	8	-9	x	-4	-9	-1	x
Casp6 inh	-2	3	0	x	0	1	-1	4	-2	-8
RAD54 inh	13	-13	x	-1	1	x	-12	12	-7	x
ERp5 block	-1	1	-1	x	5	-7	6	0	1	-3

#11 CCOc1cccc2cc(C(=O)N3CCOCC3)c(=O)oc12
#12 C(=N\Nc1nc(-c2ccccc2)cs1)/c1ccco1
#13 Fc1ccccc1CSc1nnc(-c2cccs2)o1
#14 O=C(C[C@@H]1CC[C@H]2[C@@H](COC[C@H](O)CN2Cc2ccccc2F)O1)N[C@H]1CCN(Cc2ccccc2)C1
#15 Cc1ccc(S(=O)(=O)NCC(=O)OCC(=O)c2c(N)n(C)c(=O)n(C)c2=O)cc1
#16 C[C@@H]1CN([C@@H](C)CO)C(=O)Cc2cc(NC(=O)Nc3ccc4c(c3)OCO4)ccc2O[C@H]1CN(C)S(=O)(=O)c1ccc(Cl)cc1
#17 COc1ccccc1-c1ccc2n(c1=O)C[C@@H]1[C@@H](CO)[C@H](C(=O)O)N(C(=O)c3cccnc3)[C@H]21
#18 COc1cc(CCC(=O)OCC(=O)Nc2c(Cl)cccc2Cl)cc(OC)c1OC
#19 Cc1c(N2C(=O)/C(=C3\C(=O)N(CC(=O)O)c4ccccc43)SC2=S)c(=O)n(-c2ccccc2)n1C
#20 Cc1sc(NC(=O)C2=COCCO2)c(C(N)=O)c1C

assay / entry	11	12	13	14	15	16	17	18	19	20
RAD52 inh	-8	x	-7	-7	1	-7	4	-8	-5	-2
E-sel inducer	x	-0.2	x	-0.2	17	-11	-0.2	x	x	x
ARNT-TACC3 inh	-3	5	-12	12	-3	0	0	x	4	34
PglD DTNB	0	2	x	-2	x	2	1	0	0	-1
esBAF inh	-2	x	x	-6	x	-3	-5	-4	-3	28
Casp6 inh	1	x	0	-2	-1	4	1	-2	0	2
RAD54 inh	-12	3	x	2	x	3	-12	-9	1	4
ERp5 block	4	x	11	1	-8	1	-1	0	5	1

#21 O=S(=O)(Nc1nc2ccc(S(=O)(=O)N3CCCCC3)cc2s1)c1ccccc1
#22 COc1ccccc1-c1ccc2c(c1)O[C@H](CN(C)C)[C@H](C)CN([C@H](C)CO)S2(=O)=O
#23 COc1ccc2ccccc2c1/C=N/Nc1ccc(Cl)c(C(=O)O)c1
#24 CN(C)CCN1CCN(C2CN(Cc3cn(Cc4cccc(C(F)(F)F)c4)nn3)S(=O)(=O)C2)CC1 (centres undefined)
#25 CC1CCN(C(=S)c2ccc(O)cc2)CC1
#26 OC(c1ccccc1)(c1ccccc1)C1CCN(CCCOc2ccc(-c3cncnc3)cc2)CC1
#27 COc1cccc(/C=C/C(=O)OCC(=O)Nc2nnc(-c3ccccc3)o2)c1
#28 CCCNC(=O)[C@@H]1[C@@H](CO)[C@@H]2Cn3c(ccc(-c4ccccc4F)c3=O)[C@H]1N2S(C)(=O)=O
#29 Cc1nnc(C)n1/N=C/c1c(O)ccc2ccccc12
#30 COc1cccc(C#Cc2ccc([C@H]3[C@@H](CO)N4C(=O)CN(C(=O)c5ccncc5)C[C@@H]34)cc2)c1

assay / entry	21	22	23	24	25	26	27	28	29	30
RAD52 inh	x	18	-32	-22	x	16	x	16	-44	-9
E-sel inducer	x	-0.5	x	4.5	x	-0.2	x	1.3	0.0	-0.1
ARNT-TACC3 inh	-1	3	0	x	18	x	15	-20	9	x
PglD DTNB	-2	-1	-3	x	0	x	-1	-2	-7	x
esBAF inh	-10	2	6	x	-1	x	4	6	0	x
Casp6 inh	x	1	2	-88	x	-5	x	1	x	-2
RAD54 inh	0	7	-12	x	-4	x	5	-16	-6	x
ERp5 block	x	2	1	-5	x	-1	x	-5	-3	-7

#31 CCOc1ccc(NC(=O)CSc2nnc(-c3ccccc3Cl)n2Cc2ccco2)cc1
#32 Cc1c(NC(=O)CCc2ccccc2)cccc1[N+](=O)[O-]
#33 O=C(C[C@H]1CC[C@H]2[C@@H](COC[C@@H](O)CN2Cc2ccc3c(c2)OCO3)O1)N1CCCCC1
#34 Cc1ccc(NS(=O)(=O)c2ccc(NC(=O)c3ccc(Br)o3)cc2)c(C)c1
#35 COc1ccc(Cn2c(=O)[nH]c3cc(C(=O)N4CCN(Cc5ccccc5)CC4)ccc3c2=O)cc1
#36 COc1ccccc1-n1c(SCC(=O)NCc2ccc3c(c2)OCO3)nc2cc([N+](=O)[O-])ccc21
#37 O=C1NC(=S)SC1=Cc1ccc(F)cc1
#38 CC(C)c1ccc(NC(=O)CCCN2C(=S)NC(C)(C)CC2C)cc1 (centres undefined)
#39 N#Cc1cccc(NC(=O)CN2CCN(Cc3ccccc3)CC2)c1
#40 C[C@@H]1CN([C@H](C)CO)C(=O)c2cc(NC(=O)Nc3ccc(F)cc3)ccc2O[C@H]1CN(C)C(=O)NC1CCCCC1

assay / entry	31	32	33	34	35	36	37	38	39	40
RAD52 inh	x	-11	-5	x	x	-12	-11	13	-7	-9
E-sel inducer	x	-2.1	-0.2	x	x	x	-0.1	6.5	x	-0.1
ARNT-TACC3 inh	-2	-13	7	1	7	3	x	22	-3	-6
PglD DTNB	2	-1	-1	2	-1	x	x	1	-3	2
esBAF inh	5	12	6	1	6	x	21	-3	-5	10
Casp6 inh	x	-3	0	x	x	1	2	1	2	0
RAD54 inh	12	9	1	-3	-1	x	x	5	-1	2
ERp5 block	x	-4	-1	x	x	-1	-3	-1	-6	-2

#41 FC(F)(F)Oc1ccccc1-c1nnc(-c2cccc(C(F)(F)F)c2)o1
#42 Cc1ccc(NC(=O)c2ccccc2CCc2ccccc2)c(C)c1
#43 CC(NC(=S)Nc1ccc(Cl)cc1Cl)C(c1cccs1)N1CCCC1 (centres undefined)
#44 Cc1nn(C)c(Sc2ccccn2)c1[N+](=O)[O-]
#45 CCOc1ccccc1/C=C\c1nc(O)c([N+](=O)[O-])c(=O)[nH]1
#46 Cc1ccc(C#CC[N+]2(C)CCCCC2)cc1
#47 O=C(Cc1ccc(Br)cc1)N1CCc2ccccc2C1
#48 COC[C@@H]1CCCN1c1ccc2c(c1)O[C@@H](COCc1ccccc1)CN([C@@H](C)c1ccccc1)S2(=O)=O
#49 O=C(C[C@H]1CC[C@@H](NC(=O)c2ccc(F)cc2)[C@H](CO)O1)NCc1ccncn1
#50 COc1ccc(-c2nc(CS(=O)CC(=O)NC3CCCC(C)C3C)c(C)o2)cc1OC (centres undefined)
#51 O=C(NNC(=S)Nc1ccccc1)c1cccc(S(=O)(=O)N2CCOCC2)c1
#52 COCc1c(C(=O)OCc2nc3ccsc3c(=O)[nH]2)oc2ccccc12
#53 COCCOC(=O)c1c(C)oc2ccc(O)c(CN3CCC(C)CC3)c12 (tested in a mixture with another compound)

assay / entry	41	42	43	44	45	46	47	48	49	50	51	52	53
RAD52 inh	3	x	4	-13	-11	13	-13	-19	-4	-4	-20	-17	5
E-sel inducer	x	x	0.0	-0.1	-0.1	x	x	6.2	0.7	x	-3.7	0.1	-0.3
ARNT-TACC3 inh	-5	-1	34	15	-1	x	-10	x	0	-2	1	-2	-12
PglD DTNB	-3	-2	x	-1	-37	-4	-3	x	-1	0	x	x	x
esBAF inh	3	-2	-3	x	-7	-2	53*	x	-4	-1	x	-2	x
Casp6 inh	-1	x	-1	-1	8	-6	0	-4	5	1	0	1	-2
RAD54 inh	1	3	x	7	-1	-11	3	x	6	-4	x	-10	x
ERp5 block	-5	x	-2	2	2	2	1	-1	2	3	5	-1	-6

Part of the list above in order of molar mass, lowest first:
#46 Cc1ccc(C#CC[N+]2(C)CCCCC2)cc1
#44 Cc1nn(C)c(Sc2ccccn2)c1[N+](=O)[O-]
#45 CCOc1ccccc1/C=C\c1nc(O)c([N+](=O)[O-])c(=O)[nH]1
#42 Cc1ccc(NC(=O)c2ccccc2CCc2ccccc2)c(C)c1
#47 O=C(Cc1ccc(Br)cc1)N1CCc2ccccc2C1
#39 N#Cc1cccc(NC(=O)CN2CCN(Cc3ccccc3)CC2)c1
#53 COCCOC(=O)c1c(C)oc2ccc(O)c(CN3CCC(C)CC3)c12 (tested in a mixture with another compound)
#38 CC(C)c1ccc(NC(=O)CCCN2C(=S)NC(C)(C)CC2C)cc1 (centres undefined)
#52 COCc1c(C(=O)OCc2nc3ccsc3c(=O)[nH]2)oc2ccccc12
#41 FC(F)(F)Oc1ccccc1-c1nnc(-c2cccc(C(F)(F)F)c2)o1
#51 O=C(NNC(=S)Nc1ccccc1)c1cccc(S(=O)(=O)N2CCOCC2)c1
#48 COC[C@@H]1CCCN1c1ccc2c(c1)O[C@@H](COCc1ccccc1)CN([C@@H](C)c1ccccc1)S2(=O)=O

assay / entry	46	44	45	42	47	39	53	38	52	41	51	48
RAD52 inh	13	-13	-11	x	-13	-7	5	13	-17	3	-20	-19
E-sel inducer	x	-0.1	-0.1	x	x	x	-0.3	6.5	0.1	x	-3.7	6.2
ARNT-TACC3 inh	x	15	-1	-1	-10	-3	-12	22	-2	-5	1	x
PglD DTNB	-4	-1	-37	-2	-3	-3	x	1	x	-3	x	x
esBAF inh	-2	x	-7	-2	53*	-5	x	-3	-2	3	x	x
Casp6 inh	-6	-1	8	x	0	2	-2	1	1	-1	0	-4
RAD54 inh	-11	7	-1	3	3	-1	x	5	-10	1	x	x
ERp5 block	2	2	2	x	1	-6	-6	-1	-1	-5	5	-1

#40 C[C@@H]1CN([C@H](C)CO)C(=O)c2cc(NC(=O)Nc3ccc(F)cc3)ccc2O[C@H]1CN(C)C(=O)NC1CCCCC1

assay / entry	40
RAD52 inh	-9
E-sel inducer	-0.1
ARNT-TACC3 inh	-6
PglD DTNB	2
esBAF inh	10
Casp6 inh	0
RAD54 inh	2
ERp5 block	-2

Screening data (PubChem BioAssay)
